Compound activity (PubChem BioAssay)
Nrf2 block: inhibitors of Nrf2 signaling. hit rate 2.1% among 360,000. AID 504444. Potency, µM (doses to about 46 µM), for the others: at the top dose activity change, negative = inhibition, most hits filed as inhibitors. A549 ARE-Fluc reporter, luciferase luminescence, 18-24 h; further: potency means the concentration at half of the fitted maximal effect; on the % scale 0 is the no-effect control and ±100 the full control effect; nearly all actives have a fitted effect of over 60% in size
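Reporter: ARE-Fluc in A549. Exposure: 18-24 h, 37 °C, 5% CO2, 5% FBS OPTI-MEM. Readouts: fluorescent cytotoxicity (CellTiter-Fluor), then luminescent Nrf2 signal after BugLite.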
TGFb inhibitor: inhibitors of TGF-b signaling; HepG2 CAGA-GFP TGF-b/SMAD3 reporter, GFP fluorescence, 18 h; TGF-beta stimulated, 500 pg/mL final; Potency, µM (top dose mostly 46.1 µM), for inactives: at the highest dose activity, negative = inhibition, most hits filed as inhibitors; hit rate 1.2% among 410,000; further: potency means the concentration at half of the fitted maximal effect; on the % scale 0 is the no-effect control and ±100 the full control effect; nearly all actives have a fitted effect of over 65% in size
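HEPG2 CAGA-GFP cells (1000/well, DMEM with 1% FBS) were pre-incubated 2 h at 37 degrees C, given compound by pin tool, then stimulated with TGF-beta at 500 pg/mL final for 18 h before per-cell GFP fluorescence imaging.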
ATXN2 expr inh: ATXN2 expression inhibition | HEK-293 ATXN2-luciferase reporter, luminescence, 24 h | Potency, µM (top dose mostly 57 µM), without a hit: at the top dose activity change, negative = inhibition, hits mostly inhibitors | hit rate 0.72% among 360,000; further: potency means the concentration at half of the fitted maximal effect; on the % scale 0 is the no-effect control and ±100 the full control effect; nearly all actives have a fitted effect of over 55% in size
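ATXN2-luciferase reporter cells (luciferase flanked by upstream and downstream ATXN2 gene portions) were treated 24 h at 37 °C with compounds at up to 57 uM. SteadyGlo luminescence gave expression; GF-AFC fluorescence gave viability.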
HepG2 viability: kills HepG2 cells in TGF-b inhibitor counter-screen; Potency, µM (doses to about 46.1 µM), without a hit: top-dose activity change, negative = cytotoxicity, hits mostly cytotoxic; HepG2 CAGA-GFP viability, ATP luminescence, 18 h; AID 588856; hit rate 0.76% among 410,000; further: potency means the concentration at half of the fitted maximal effect; some results filed as inactive show a strong effect at the top dose
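HepG2 CAGA-GFP cells (1000/well, DMEM with 1% FBS) received compound, then TGF-beta at 500 pg/mL final, and were incubated 18 hours at 37 degrees C. Viability was read by CellTiter-Glo luminescence. Media-only wells were set as complete cell-killing and DMSO as no toxicity.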
ATXN viability: viability counter-screen for ATXN expression inhibitors; S2 cells (HEK-293 line with an ATXN2-luciferase reporter) viability, CellTiter-Fluor protease fluorescence, 24 h; Potency, µM (series often up to 56.7 µM), usual class: cytotoxic; hit rate 0.49% among 400,000; further: potency means the concentration at half of the fitted maximal effect; nearly all actives have a fitted effect of over 40% in size
IL-1B inflam inh: inflammasome signaling inhibition, IL-1 beta readout | THP-1 LPS/ATP IL-1B secretion, AlphaLISA, 16 h; active compounds read low | activity change, % at 57.5 µM | hit rate 4.7% among 360,000 | AID 743279; in the data active means activity change below about -50%; inconclusive means mostly about -30% to -49%; further: on the % scale 0 is the no-effect control and ±100 the full control effect
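Secreted IL-1B measured by AlphaLISA bead assay after 16 h compound exposure of THP-1 cells; compounds (final up to 57.5 uM) added 1 h before LPS (250 ng/mL) and ATP (1.25 mM) stimulation; lower signal means less secretion.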
A549 tox: counter-screen for Nrf2 inhibitors: cytotoxicity in A549 cells | A549 ARE-Fluc cells, CellTiter-Fluor viability, 18-24 h | Potency, µM (top dose mostly 46 µM), for the others: at the top dose activity change, negative = cytotoxicity, hits mostly inhibitors | hit rate 0.16% among 390,000 | AID 504648; further: potency means the concentration at half of the fitted maximal effect; on the % scale 0 is the no-effect control and ±100 the full control effect
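A549 ARE_Fluc cells in 5% FBS OPTI-MEM were exposed to compounds in concentration-response for 18-24 h at 37 deg C. Viability was read by CellTiter-Fluor fluorescence (Ex 405/Em 525) after 30 min, before the luciferase read.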
Nrf2 activator: activates Nrf2 signaling. Potency, µM (titrated, usually from 46.1 µM), for the others: top-dose activation, most hits filed as activators. AREc32 ARE-luciferase reporter (MCF7-derived line), luminescence, 24 h. hit rate 0.31% among 410,000; further: potency means the concentration at half of the fitted maximal effect; % of control where 0% means no effect; nearly all actives have a fitted effect of over 65% in size
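Reporter line AREc32 (ARE-Fluc), seeded overnight in OPTI-MEM with 5% FBS; compound pin-transferred, 24 hr at 37 deg C, 5% CO2; luminescent read-out.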
MCF10A rerep: induces DNA re-replication in MCF 10a normal breast cells; MCF 10A DNA re-replication, Hoechst nuclear intensity, 48 h; hit rate 2.9% among 350,000; Potency, µM (titrated, usually from 46.1 µM), for inactives: at the highest dose activity, positive = re-replication, hits mostly activators; further: potency means the concentration at half of the fitted maximal effect; % of control where 0% means no effect; nearly all actives have a fitted effect of over 50% in size
Numbers without * were called inactive; i = inactive; ? = inconclusive; nt = not tested or not shown; [ ] = remark or other dose. Unless noted, the call rests on the fitted dose curve; in most records, active means well fitted curve in the direction sought with a large enough effect; inconclusive means small, poorly fitted or top-dose-only effect, or another doubt; inactive means no such curve, though single readings can be large; an effect the other way counts as inactive or inconclusive.

SMILES	Nrf2 block	TGFb inhibitor	ATXN2 expr inh	HepG2 viability	ATXN viability	IL-1B inflam inh	A549 tox	Nrf2 activator	MCF10A rerep
CCc1noc(C)c1C(=O)Nc1cc(S(=O)(=O)N2CCOCC2)ccc1OC(C)C	3%	-19%	1%	0%	i	-6	-1%	-0.9%	12%
CCOc1ccc(CN(C)C(=O)Cc2c[nH]c3ccccc23)cc1	?	0%	1%	-24%	i	0	-4%	1.0%	9%
CCNC(=O)C1CCCN(C(=O)c2ccc3ccccc3c2)CC1 (stereo not given)	nt	23%	9%	-3%	i	-14	nt	-0.7%	nt
COc1ccccc1C1Nc2ccccc2NC2=C1C(=O)CC(C)(C)C2 (stereo not given)	-2%	-7%	-6%	7%	i	-12	3%	0.4%	-1%
CC(C)NC(=O)CSc1nnc(-c2ccc(S(=O)(=O)N3CCCC3)cc2)n1CC1CCCO1 (stereo not given)	-7%	-7%	7%	1%	i	8	-3%	-0.7%	-9%
COc1ccccc1CNc1ccc(N2CCCCC2)cc1	17%	?	10%	-43%	i	-26	8%	-0.5%	-2%
CCOc1cc(NC(=O)c2ccco2)c(OCC)cc1NC(=O)Cc1ccc(OC)c(OC)c1	4%	-11%	-27%	-2%	i	10	-4%	-0.4%	3%
O=C(Cn1c(=O)n(CC(=O)N2CCCCC2)c(=O)c2sccc21)NCc1ccccc1	3%	5%	-18%	7%	i	-5	4%	-0.6%	1%
CCOC(=O)CSc1nc(COc2ccccc2)nc2ccccc12	-19%	2%	4%	-1%	i	17	-1%	0.2%	1%
CSC1=N/C(=C\c2ccc(F)cc2)C(=O)S1	nt	14%	-21%	-11%	i	17	16%	-0.1%	30%
O=C(NCc1cccs1)C1CCCN1C(=O)Nc1cccc(Cl)c1 (stereo not given)	-4%	0%	33%	3%	i	2	-6%	2.4%	-11%
Cc1cc(N2CCCC2=O)cc(C)c1S(N)(=O)=O	4%	7%	-14%	-10%	i	16	-1%	-0.1%	-7%

Single entries from the list:
In A549 tox, O=C(NCc1cccs1)C1CCCN1C(=O)Nc1cccc(Cl)c1 (stereo not given) is listed with -6%
In TGFb inhibitor, CCNC(=O)C1CCCN(C(=O)c2ccc3ccccc3c2)CC1 (stereo not given) is listed with 23%

More records.
SMILES	Nrf2 block	TGFb inhibitor	ATXN2 expr inh	HepG2 viability	ATXN viability	IL-1B inflam inh	A549 tox	Nrf2 activator	MCF10A rerep
O=C(O)CCC(=O)Nc1ccc(Br)c(Cl)c1	-11%	26%	12%	-9%	i	6	2%	0.6%	-11%
CCN(CC(=O)Nc1c(F)cccc1F)C(=O)c1cccnc1SC	15%	-18%	6%	-4%	i	12	0%	-0.2%	1%
CSc1ccccc1C(=O)Nc1ccccc1C	15%	1%	-28%[11.3 µM]	6%	i	-15	-1%	0.4%	-4%
CCOc1cc(/C=C/C(=O)OCC(=O)NCCN2C(=O)CSC2=O)ccc1OCC(C)C	-7%	1%	nt	-20%	i	-3	-3%	3.5%	-2%
Clc1cccc(OCCOCCN2CCNCC2)c1Cl	?	-15%	-6%	-5%	i	-22	13%	2.4%	-2%
Cc1c(Cl)cccc1NC(=O)C1CCCN(C(=O)c2cnn(-c3ccccc3)c2-n2cccc2)C1 (stereo not given)	?	13µM*	?	-21%	nt	nt	-7%	3.0%	nt
O=C(N/N=C/c1ccc(Cl)cc1)c1n[nH]c2c1CCCC2	?	?	-17%	20%	?	48	?	-0.5%	?
Cc1noc(C)c1S(=O)(=O)N1CCCC(C(=O)N2CCC(C)CC2)C1 (stereo not given)	19%	-7%	4%	10%	i	20	-1%	-0.1%	1%
CN(Cc1ccccc1)C(=O)CCn1c(=O)oc2ccccc21	-4%	-14%	-5%	-31%	?	17	2%	-0.3%	16%
CCN(CC)c1ccc(N2C(=NC(=O)C3CC3)SC3CS(=O)(=O)CC32)cc1 (stereo not given)	0%	12%	-6%	-17%	i	12	0%	-0.6%	2%
Cc1sc(NC(=O)C2CC=CCC2C(=O)O)c(C(=O)OC(C)C)c1C (stereo not given)	11%	-2%	4%	5%	i	16	-12%	2.9%	?
O=C(CN1C(=O)C(=O)c2ccccc21)OCN1C(=O)c2ccccc2C1=O	-7%	-11%	-21%	-24%	i	12	-1%	0.1%	6%
COc1ccccc1N1CCN(C(=O)Cn2c(=O)[nH]c3ccsc3c2=O)CC1	6%	-7%	-2%	-9%	i	21	-5%	-0.2%	9%
COc1ccc(/C=N/NC(=O)c2cc(-c3cccc(C)c3)nc3ccccc23)cc1O	?	-1%	65%[activator]	-56%	i	?	0%	0.4%	?
Cc1ccc(C(=O)Oc2ccc(N3C(=O)CCC3=O)c(C)c2)cc1	-15%	0%	2%	10%	i	-11	3%	0.4%	7%
O=C(Cc1ccc(Cl)cc1)NC(=S)Nc1ccccc1N1CCOCC1	?	?	2%	-32%	i	17	-3%	2.6%	?
O=C(Nc1ccccc1)C1C2/C=C\CCCCC21 (stereo not given)	-3%	11%	nt	0%	i	-50*	-4%	0.4%	9%
Cc1ccc(C)c(NC(=O)Nn2cnnc2)c1	-12%	-1%	-6%	-17%	i	-7	8%	-1.0%	-25%
CC1CC(C)CN(CCCNC(=O)CN2C(=O)c3cccnc3Oc3ccccc32)C1 (stereo not given)	2%	12%	3%	-2%	i	-8	2%	-0.3%	0%
O=C(NNC(=O)c1ccc(O)c(Cl)c1)c1cccc(S(=O)(=O)N2CCOCC2)c1	9%	0%	2%	-22%	i	-1	1%	-0.2%	?
CNc1c(NS(=O)(=O)c2ccc(Cl)cc2)c(=O)oc2ccccc12	-9%	-11%	-17%	-10%	i	-3	1%	0.1%	10%
O=C1C(=Cc2cccs2)Oc2ccccc21	-13%	8%	0%	-11%	i	16	0%	11µM*	3%
CC(=O)OC(C(=O)NC1CCCCC1)c1ccc(Cl)cc1 (stereo not given)	9%	?	-2%	-1%	?	-16	-3%	-0.2%	-1%
CCOC(=O)N1CCN(C(=O)c2ccc3c(c2)NC(=O)/C(=C\c2cccc(C)c2)S3)CC1	-2%	-17%	nt	-9%	?	-25	1%	4.1%	18µM*
Cc1ccc(Cl)cc1NC(=O)N1CCC(CN2CCCCCC2)CC1	27%	-1%	nt	-1%	nt	nt	-11%	0.1%	nt
Cc1c(NC(=O)/C=C/c2cccs2)c(=O)n(-c2ccccc2)n1C	1%	?	0%	7%	i	-5	-3%	-1.0%	2%
N#CC(C(=O)O)=C1CCCC1	nt	15%	4%	0%	i	40	8%	0.0%	?
CCn1c(=O)c2cc(C(=O)Nc3cc(C)c(Cl)cc3OC)sc2c2ccccc21	12%	-60%	0%	-1%	i	nt	-2%	-1.4%	nt
COc1ccc(S(=O)(=O)Nc2ccc3ccccc3c2)cc1C	21µM*	?	-8%	-80%	i	9	-15%	3.7%	?
CC(=O)N1N=C(c2ccccc2)OC1(C)CC(=O)Nc1ccccc1 (stereo not given)	8%	7%	16%	-4%	i	0	1%	0.3%	-10%
COc1ccccc1-c1nnc(SCC(=O)N2CCOCC2)n1-c1ccccc1	10%	3%	-1%	-8%	i	11	-5%	-0.1%	0%
c1ccc(CCn2nnnc2C(c2cccs2)N2CCN(Cc3ccc4c(c3)OCO4)CC2)cc1 (stereo not given)	-1%	-20%	-18%	-25%	?	?	-21%	4.3%	?

Another view of 2 compounds above:
> CC(=O)N1N=C(c2ccccc2)OC1(C)CC(=O)Nc1ccccc1 (stereo not given)
  Nrf2 block: 8%; TGFb inhibitor: 7%; ATXN2 expr inh: 16%; HepG2 viability: -4%; ATXN viability: i; IL-1B inflam inh: 0; A549 tox: 1%; Nrf2 activator: 0.3%; MCF10A rerep: -10%
> COc1ccccc1-c1nnc(SCC(=O)N2CCOCC2)n1-c1ccccc1
  Nrf2 block: 10%; TGFb inhibitor: 3%; ATXN2 expr inh: -1%; HepG2 viability: -8%; ATXN viability: i; IL-1B inflam inh: 11; A549 tox: -5%; Nrf2 activator: -0.1%; MCF10A rerep: 0%

Structures listed above shown as hits in IL-1B inflam inh.
canonical_smiles,TGFb inhibitor,IL-1B inflam inh
O=C(Nc1ccccc1)C1C2/C=C\CCCCC21 (stereo not given),11%,-50*

Limited to HepG2 viability, A549 tox and IL-1B inflam inh, for some of the entries so far:
SMILES | HepG2 viability | A549 tox | IL-1B inflam inh
Cc1ccc(Cl)cc1NC(=O)N1CCC(CN2CCCCCC2)CC1 | -1% | -11% | nt
Cc1c(NC(=O)/C=C/c2cccs2)c(=O)n(-c2ccccc2)n1C | 7% | -3% | -5
N#CC(C(=O)O)=C1CCCC1 | 0% | 8% | 40
CCn1c(=O)c2cc(C(=O)Nc3cc(C)c(Cl)cc3OC)sc2c2ccccc21 | -1% | -2% | nt
COc1ccc(S(=O)(=O)Nc2ccc3ccccc3c2)cc1C | -80% | -15% | 9
CC(=O)N1N=C(c2ccccc2)OC1(C)CC(=O)Nc1ccccc1 (stereo not given) | -4% | 1% | 0
